# Screening data (PubChem)
# Prostate diff – activators of LNCaP prostate cell differentiation, primary screen, flow cytometry side scatter; side scatter shift, % at 10 µM; AID 795, 2007; 4 d; 24,000 compounds, 0.56% hits;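 active = side scatter shift above 30%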;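 note: androgen-responsive LNCaP prostate cancer cells in charcoal-stripped serum medium; percent of cells past a gate set so DMSO wells show 10% shift; higher shift means more granular cells and more differentiation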
# VLA-4 agonist – enhancers of LDV-FITC binding to VLA-4 integrin, primary screen, Jurkat cells, flow cytometry | activation, % at 10 µM (by protocol) | 24,000 tested, under 10 active | AID 528, 2006;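 active = fluorescent ligand binding to cells raised by more than 40% of the manganese-induced maximum; inconclusive = compound's own fluorescence above 85% of the ligand control signal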;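 note: 0% = ligand binding without compound and 100% = manganese-stimulated maximal binding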
# Target sequence (P13612 whole entry, looked up): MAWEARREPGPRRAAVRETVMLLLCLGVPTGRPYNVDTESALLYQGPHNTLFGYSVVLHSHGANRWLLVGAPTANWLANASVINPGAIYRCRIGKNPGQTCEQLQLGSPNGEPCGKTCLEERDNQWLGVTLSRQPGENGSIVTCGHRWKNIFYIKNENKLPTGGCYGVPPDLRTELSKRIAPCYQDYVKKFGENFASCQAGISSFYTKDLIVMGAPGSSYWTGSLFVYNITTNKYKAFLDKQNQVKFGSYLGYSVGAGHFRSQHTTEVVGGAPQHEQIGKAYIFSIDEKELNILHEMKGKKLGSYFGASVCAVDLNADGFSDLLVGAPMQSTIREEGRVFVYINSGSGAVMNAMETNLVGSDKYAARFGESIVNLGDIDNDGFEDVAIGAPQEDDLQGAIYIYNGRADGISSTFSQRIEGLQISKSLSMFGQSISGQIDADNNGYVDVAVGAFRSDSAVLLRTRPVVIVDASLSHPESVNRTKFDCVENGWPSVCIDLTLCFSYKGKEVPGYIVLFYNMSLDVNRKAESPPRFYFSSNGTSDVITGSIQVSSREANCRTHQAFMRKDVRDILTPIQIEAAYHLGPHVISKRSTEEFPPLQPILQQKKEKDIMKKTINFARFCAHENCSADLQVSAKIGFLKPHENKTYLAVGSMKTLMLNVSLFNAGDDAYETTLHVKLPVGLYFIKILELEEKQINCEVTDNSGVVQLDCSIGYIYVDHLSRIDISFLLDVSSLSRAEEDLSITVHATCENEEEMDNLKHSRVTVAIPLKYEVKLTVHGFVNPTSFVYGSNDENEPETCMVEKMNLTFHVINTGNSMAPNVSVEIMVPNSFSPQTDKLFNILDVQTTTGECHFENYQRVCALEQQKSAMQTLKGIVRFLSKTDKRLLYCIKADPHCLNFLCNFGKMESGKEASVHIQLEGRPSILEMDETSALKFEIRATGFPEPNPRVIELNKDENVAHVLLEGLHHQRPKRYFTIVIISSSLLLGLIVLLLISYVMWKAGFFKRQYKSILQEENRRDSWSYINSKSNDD
# VLA-4 antagonist – inhibitors of LDV-FITC binding to Mn2+-activated VLA-4, primary screen, Jurkat cells; Integrin alpha-4 (Homo sapiens), P13612; LDV-FITC binding with Mn2+, flow cytometry; 100% = Mn2+-driven binding gain fully reversed; inhibition, % at 10 µM (by protocol); 24,000 compounds, 0.2% hits;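 active = inhibition above 50%; inconclusive = compound itself fluorescent, judged against control cell fluorescence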;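 note: 0% = Mn2+ stimulated cells lacking compound and 100% = ligand binding without Mn2+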
# Jurkat autofluor – compound autofluorescence on Jurkat cells, primary screen, artefact control for VLA-4 allosteric ligand project, cell-based, flow cytometry; stronger effect = higher value; 1 = vehicle-only cell background; fluorescence ratio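 (tested at 10 µM compound in the well)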; 24,000 compounds, 0.61% hits; AID 576, 2007;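 active = fluorescence ratio above 2.44, which is 1 plus 3 SD of all ratios; inconclusive = signal too bright to measure linearly, ratio around 10 or more; inactive = fluorescence ratio below 2.44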;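 note: green fluorescence of cells measured with 488 nm excitation and 530 nm emission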
# Numbers without * were called inactive; u = inconclusive; x = no result given. A portion of the library; rates above refer to the full screens.
SMILES,Prostate diff,VLA-4 agonist,VLA-4 antagonist,Jurkat autofluor
CCS(=O)(=O)N1CCCC(C(=O)NCc2cccnc2)C1 (stereo not drawn),2,1,-4,0.96
CCOc1cc(C(=O)N(C)Cc2cc3cc(OC)ccc3[nH]c2=O)cc(OCC)c1OCC,3,12,-16,0.97
Fc1ccc2[nH]c3c(NCCN4CCOCC4)ncnc3c2c1,x,-2,16,1.2
CCCCCn1c(CN2CCN(C)CC2)nc2c1c(=O)n(C)c(=O)n2C,2,2,-1,1.1
Cc1cc(C(F)(F)F)nn1Cc1ccc(C(=O)NCc2ccco2)o1,7,6,-12,1.1
CC1CCN(CCCNC(=O)c2ccc(CS(=O)(=O)Cc3ccccc3F)o2)CC1,7,8,-21,0.92
Cc1cc(Nc2cccc(F)c2)n2ncnc2n1,15,0,-12,0.8
O=C1OC(c2ccccc2)=C/C1=C/N1CCCCC1,5,-1,15,1.2
COc1ccccc1C(=O)Nc1ccc(N2CCN(Cc3ccccc3)CC2)cc1,2,6,-16,1
O=C(COc1ccccc1O)Nc1ccccc1Cl,7,-2,3,1.1
CC1(C(=O)NC2CCCCCCC2)CCC(=O)N1CCN1CCOCC1 (stereo not drawn),5,-1,10,0.94
COc1ccc(CC(=O)NC2CCN(CC(=O)Nc3ccc4c(c3)OCCO4)CC2)cc1OC,6,0,-8,1.1
O=C(NCC1CCCO1)c1coc2nc3ccccc3nc12 (stereo not drawn),17,u,u,1.7
CSc1ccccc1NC(=O)c1cc(CC(C)C)on1,4,4,-6,1
Cc1ccc(NC2c3ncccc3C(=O)N2c2ccccc2C)cc1C (stereo not drawn),9,-8,9,1.2
CCOC(=O)N1CCC(Nc2c(NCCCN3CCN(c4ccc(OC)cc4)CC3)c(=O)c2=O)CC1,7,-4,-7,1.1
Cc1cccc2cc(C#N)c(SCCN3CCCCC3)nc12,40*,6,-6,1.3
Fc1ccc(C2C3=C(Nc4ncnn42)c2ccccc2OC3c2ccncc2)cc1 (stereo not drawn),11,0,-7,1.1
COc1ccc2cc3cc(C(=O)N4CCN(Cc5ccc6c(c5)OCO6)CC4)oc3nc2c1,9,u,u,1.2
CCCCOc1ccccc1C1CC(=O)NC2=C1C(=O)CCC2 (stereo not drawn),19,0,-8,0.99

# An excerpt from above in order of their number in VLA-4 agonist, descending.
SMILES,Prostate diff,VLA-4 agonist,VLA-4 antagonist,Jurkat autofluor
CCS(=O)(=O)N1CCCC(C(=O)NCc2cccnc2)C1 (stereo not drawn),2,1,-4,0.96
Fc1ccc(C2C3=C(Nc4ncnn42)c2ccccc2OC3c2ccncc2)cc1 (stereo not drawn),11,0,-7,1.1
O=C1OC(c2ccccc2)=C/C1=C/N1CCCCC1,5,-1,15,1.2
O=C(COc1ccccc1O)Nc1ccccc1Cl,7,-2,3,1.1
CCOC(=O)N1CCC(Nc2c(NCCCN3CCN(c4ccc(OC)cc4)CC3)c(=O)c2=O)CC1,7,-4,-7,1.1

# Back to the main list with the two entries that preceded the break.
SMILES,Prostate diff,VLA-4 agonist,VLA-4 antagonist,Jurkat autofluor
COc1ccc2cc3cc(C(=O)N4CCN(Cc5ccc6c(c5)OCO6)CC4)oc3nc2c1,9,u,u,1.2
CCCCOc1ccccc1C1CC(=O)NC2=C1C(=O)CCC2 (stereo not drawn),19,0,-8,0.99
CCOC1(C(F)(F)F)NC(=O)N(Cc2ccc(OC)cc2)C1=O (stereo not drawn),8,2,-1,1
Cc1ccccc1-n1c(Cn2c(=O)sc3ccccc32)nnc1SCC(=O)NCC1CCCO1 (stereo not drawn),4,0,-45,1
CC(C)N(Cc1nc(-c2ccccc2)no1)C(=O)Cc1ccccc1,13,2,18,0.91
CCCCSCCCNC(=O)CS(=O)Cc1nc(-c2cccc(C)c2)oc1C (stereo not drawn),8,-2,-11,1.1
Nc1nonc1-n1nnc(C(=O)c2ccccc2)c1-c1ccccc1,7,-5,1,1.1
O=C(CC1Oc2ccccc2NC1=O)NC1CC1 (stereo not drawn),9,3,-2,1.1
Cc1sc2nc(SCC(=O)NCCO)n(C)c(=O)c2c1C,10,0,-18,1.1
CC1CCN(C(=O)C2CCN(S(=O)(=O)c3cnc[nH]3)CC2)CC1,7,3,1,1
COC(=O)C1(C)NC(c2ccco2)C2C(=O)N(c3ccc(C)cc3)C(=O)C21 (stereo not drawn),26,-4,0,0.99
O=C(Nc1ccccc1)C1=C(O)CC(c2ccco2)CC1=Nc1ccccc1 (stereo not drawn),4,-7,9,1.4
C[C@]12C=CC(=O)C=C1CC[C@H]1[C@@H]3C[C@@H](O)[C@](O)(C(=O)CO)[C@@]3(C)C[C@H](O)[C@@]12F,2,-2,-2,0.99
COc1ccc(Cn2nnnc2CN2CCOCC2)cc1,6,6,-4,0.99
Cc1ncc(CO)c2cc(C(N)=O)c(=Nc3ccccc3)oc12,6,u,u,1.2
COC(=O)C(Cc1ccccc1)NC(=O)CSc1nc(N)cc(=O)[nH]1 (stereo not drawn),8,-3,-10,1
O=C(NCc1ccccn1)c1cnc2sccn2c1=O,9,6,-2,1.1
Nc1nnc(SCc2cc3c(cc2Cl)OCO3)s1,14,-9,12,1
O=C(NCCCN1CCCC1=O)c1ccc2c(c1)ncn2C1CCCCC1,6,1,-1,1.1
COc1ccccc1NC(=O)N1CCN(c2ccccc2F)CC1,12,-9,-27,1.1
O=C(NC1CC1)c1c[nH]c2ccc(S(=O)(=O)Nc3cccc(C(F)(F)F)c3)cc2c1=O,9,u,u,1.3
O=C(NCCC1=CCCCC1)C1CCN(S(=O)(=O)c2cnc[nH]2)CC1,6,3,9,1

# Compound profiles, as listed above.
# Record of `COC(=O)C(Cc1ccccc1)NC(=O)CSc1nc(N)cc(=O)[nH]1` (stereo not drawn) = Prostate diff: 8; VLA-4 agonist: -3; VLA-4 antagonist: -10; Jurkat autofluor: 1
# Record of `CCS(=O)(=O)N1CCCC(C(=O)NCc2cccnc2)C1` (stereo not drawn) = Prostate diff: 2; VLA-4 agonist: 1; VLA-4 antagonist: -4; Jurkat autofluor: 0.96

# (cont.)
SMILES,Prostate diff,VLA-4 agonist,VLA-4 antagonist,Jurkat autofluor
CCCC(C)C(=O)Nc1ccc(C(N)=O)cc1 (stereo not drawn),5,2,-18,1.1
CCOC(=O)c1c(NC(=O)CSc2nc3c(c(=O)n(C)c(=O)n3C)n2C(C)C)sc(C)c1C,1,0,-6,1.1
COc1ccc(CCNC(=O)CSc2nnc(CNC(=O)c3ccccc3F)o2)cc1OC,6,0,-4,0.97
COc1ccc(CCc2nc(-c3ccc(-n4cccc4)cc3)no2)cc1,8,6,5,0.93
CCCCS(=O)(=O)NC1=NCN(CCOC(=O)c2ccccc2)CN1,18,1,-6,1
Cc1ccc(C(=O)CC2(O)C(=O)N(CN3CCOCC3)c3ccccc32)cc1 (stereo not drawn),8,2,-4,0.97
CCOc1ccc(C2N(c3ccc(Cl)cc3)C(=O)C3CCCN32)cc1OC (stereo not drawn),2,-1,-17,1.1
COC(=O)c1cc(-c2c(C)nn(-c3ccccc3)c2C)n[nH]1,21,5,-24,1
Cc1ccc(NC(=O)c2ccco2)c(NC(=O)c2cccs2)c1,7,-9,-8,0.99
COc1ccc(CN2CC(C(=O)NCCC3=CCCCC3)CC2=O)cc1 (stereo not drawn),8,8,13,0.98
COCCNC(=O)c1c(N)n(CCC2=CCCCC2)c2nc3ccccc3nc12,5,u,u,1.8
O=C1CC(C(=O)N2CCN(c3ccc(F)cc3)CC2)CN1CCc1ccccc1 (stereo not drawn),15,12,-5,0.9
COc1ccccc1N1CCN(c2cc(=O)n(-c3ccc(Br)cc3)c(=O)[nH]2)CC1,4,3,-6,1.1
O=C1c2ccccc2S(=O)(=O)N1Cc1nnc(-c2ccccc2Br)o1,11,1,-1,1.1
O=P(O)(CCc1ccccc1)CN1CCCCC1,9,13,-12,1.1
CN(CC(=O)N1CCN(c2ccccc2)CC1)S(=O)(=O)c1cnc[nH]1,1,10,2,0.97
CCc1ccc(C2CC(c3cccc(Cl)c3)n3nc(N)nc3N2)cc1 (stereo not drawn),14,5,12,1
CN(C)CCCn1c(N)c(C#N)c2nc(C#N)c(C#N)nc21,15,-1,-2,1.2
COc1cccc(-n2ccnc2SCC(=O)Nc2ccccc2)c1,7,6,-10,0.92
C/C(=C\C(=O)c1ccc(F)cc1)Nc1ccc(N2CCOCC2)cc1,12,-9,4,0.97
Cn1c(Cn2c(=O)sc3ccccc32)nnc1SCC(=O)NCc1ccccc1,5,4,-10,1
Cc1cc(NC(=O)c2cccc(S(=O)(=O)N3CC(c4ccccc4)CC3=O)c2)no1 (stereo not drawn),5,-5,8,1.1
COc1ccc(N(C)S(=O)(=O)c2c(C)[nH]c(=O)[nH]c2=O)cc1,16,0,-11,1
O=C(c1ccc(CS(=O)(=O)c2c(Cl)cccc2Cl)o1)N1CCN(c2ccccn2)CC1,0,u,u,1.3
O=C(c1cc2c(s1)-c1ccccc1OC2)N1CCCC1,6,-13,33,1
Cc1ccc(C)n1CCN1CCN(CC(=O)Nc2ccc(S(N)(=O)=O)cc2)CC1,8,u,u,1
CSc1nnc2c3ccccc3n(Cc3ccccc3)c2n1,14,3,-19,1.1
COc1ccc(OCCN2C(=O)NC(C)(c3ccc(C)cc3)C2=O)cc1 (stereo not drawn),20,-3,4,1.1
COc1ccc(S(=O)(=O)N2CCCN(Cc3cccc(F)c3)CC2)cc1,14,2,-20,0.97
CC(NC(=O)OC1CCCCC1)N1C(=O)C2C3C=CC(C3)C2C1=O (stereo not drawn),5,12,-19,0.72
COCCNC(=O)c1sc2ncn(CC(=O)N3CCCCC3)c(=O)c2c1C,11,1,3,1.1
Cc1noc(C(=O)Nc2ccccc2C(F)(F)F)c1Cl,10,-2,4,0.92
CC1/C(=N/O)C(CN(C)C)C2CC1C2(C)C (stereo not drawn),9,2,-6,1
O=C(NCCCN1CCCCC1)C1CCC(=O)N1CCc1ccccc1 (stereo not drawn),3,-1,7,1.1
CCCCNC(=O)c1nc2ncc(Br)cn2n1,4,1,-23,0.97
COC(=O)c1ccccc1NC(=O)C1CC(=O)N(c2ccccc2)C1 (stereo not drawn),14,-2,-2,1
CC(C)c1ccc(N(CC(=O)O)S(=O)(=O)c2cccnc2)cc1,15,6,6,1
OC(COc1ccccc1)CN1C2=NCCCN2c2ccccc21 (stereo not drawn),7,0,-14,1
CC(=O)Nc1ccc(S(=O)(=O)NCC2CCC(C(=O)NCCC(C)C)CC2)cc1 (stereo not drawn),7,-2,22,1.1
O=C(C1CCC(CNS(=O)(=O)c2cccc3cccnc23)CC1)N1CCCC1 (stereo not drawn),3,6,-17,0.96

# An excerpt from above, limited to VLA-4 antagonist:
SMILES	VLA-4 antagonist
COc1ccc(S(=O)(=O)N2CCCN(Cc3cccc(F)c3)CC2)cc1	-20
CC(NC(=O)OC1CCCCC1)N1C(=O)C2C3C=CC(C3)C2C1=O (stereo not drawn)	-19
CCCCSCCCNC(=O)CS(=O)Cc1nc(-c2cccc(C)c2)oc1C (stereo not drawn)	-11
CC(C)N(Cc1nc(-c2ccccc2)no1)C(=O)Cc1ccccc1	18
COc1cccc(-n2ccnc2SCC(=O)Nc2ccccc2)c1	-10
O=C1CC(C(=O)N2CCN(c3ccc(F)cc3)CC2)CN1CCc1ccccc1 (stereo not drawn)	-5

# More records follow:
SMILES,Prostate diff,VLA-4 agonist,VLA-4 antagonist,Jurkat autofluor
CCOC(=O)C(CC)(CCC(=O)O)c1csc(N)n1 (stereo not drawn),6,5,-28,0.99
C=CCS/C(=N\n1cnc2ccccc2c1=O)N1CCCCC1,6,-5,3,1
CCc1ccc(OC(=O)c2ccn(CC)n2)cc1,4,-6,6,1.1
CCN(C#N)c1nc(NC(C)C)nc(NC(C)C)n1,17,0,-7,0.98
CC1CCN(S(=O)(=O)c2cccc(C(=O)Nc3ccccn3)c2)CC1,3,-1,-6,1
O=C(CSc1nc2ccccc2o1)Nc1ccccc1,9,-14,-7,1
COc1ccc(OC)c(S(=O)(=O)Nc2ccc(O)c3ccccc23)c1,0,0,-11,1.1
O=S(=O)(NCc1cccnc1)c1cccc2nsnc12,3,4,-14,1
CCC(Sc1nc(=O)cc(N)n1CCc1ccccc1)C(=O)Nc1ccccc1C#N (stereo not drawn),4,-1,-5,1.1
CC(=O)c1ccc(NC(=O)C2CCCN2S(=O)(=O)c2cccc3cccnc23)cc1 (stereo not drawn),4,3,-11,1.1
O=C1CCCN1CN(C(=O)c1ccc2c(c1)OCO2)c1cccc(Cl)c1,12,2,19,0.98
CC(C)CC(OC(=O)c1cccs1)C(=O)NCc1ccco1 (stereo not drawn),6,7,-34,1.1
CCOC(=O)c1nnn(-c2nc(OC)nc(N(C)C)n2)c1-c1ccccc1,7,-2,10,1.1
C=CCSc1n[nH]c(-c2ccc(OC)cc2)n1,5,7,-34,1.1
